Screening results deposited in PubChem by The Scripps Research Institute Molecular Screening Center.
ABHD4 inh = ABHD4 inhibitors, primary screen, biochemical, fluorescence polarization, mouse. inhibition, % at 8.92 µM. hit rate 0.54% among 370,000. (Lyso)-N-acylphosphatidylethanolamine lipase (Mus musculus), Q8VD66. purified mABHD4, FP-Rh probe fluorescence polarization;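 active = inhibition exceeding the mean over every tested compound plus 3 SD, cut at about 30% in these data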;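 also: 0% = plate median of compound wells and 100% = S159A mutant with DMSO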
Target sequence (Q8VD66 whole entry, looked up): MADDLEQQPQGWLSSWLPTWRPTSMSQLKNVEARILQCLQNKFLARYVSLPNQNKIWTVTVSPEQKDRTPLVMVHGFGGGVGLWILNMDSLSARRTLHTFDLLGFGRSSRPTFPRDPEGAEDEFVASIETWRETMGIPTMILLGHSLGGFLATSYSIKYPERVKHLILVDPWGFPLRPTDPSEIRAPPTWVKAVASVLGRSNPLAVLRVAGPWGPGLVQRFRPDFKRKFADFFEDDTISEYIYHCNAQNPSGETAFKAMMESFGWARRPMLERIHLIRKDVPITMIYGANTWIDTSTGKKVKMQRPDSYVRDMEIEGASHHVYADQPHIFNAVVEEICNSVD
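Assay system: mABHD4 protein; medium: HEPES pH 7.0, NaCl, Pluronic buffer; dosing: 8.92 µM, single dose; schedule: 45 min + 60 min at 25 °C; signal: FP readout, ex 525 nm / em 598 nm; read-out: normalized percent inhibition of probe labeling; repeats: single replicate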
UHRF1 binding = UHRF1 methylated DNA binding inhibitors, primary screen, counter-screen for MBD2 inhibitor project, biochemical, TR-FRET, human UHRF1, single concentration; inhibition, % at 4.4 µM; AID 687016, 2013; UHRF1 binding to methylated oligo; hit rate 0.75% among 370,000; in the data active = inhibition above about 21%;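 also: UHRF1 SRA domain binding a hemimethylated CpG hairpin DNA probe; 0% = median of test compound wells and 100% = reference inhibitor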
PRMT1 FP inh = PRMT1 methyltransferase inhibitors, primary screen, biochemical, fluorescence polarization | AID 652257, 2013 | Protein arginine N-methyltransferase 1 (Homo sapiens), Q99873 | recombinant PRMT1, activity-based probe fluorescence polarization | inhibition, % at 2.79 µM | hit rate 1.3% among 370,000;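 active = inhibition above about 21% made by adding two undisclosed values, limit read from the data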
PG9 binder = binders of HIV-1 gp120 antibody PG9, primary screen, biochemical, TR-FRET | TR-FRET gp120-PG9 antibody binding | inhibition, % at 6.7 µM | hit rate 0.43% among 360,000 | AID 624416, 2012; in the data active = inhibition above about 8.5%
LEDGF integ inh = blockers of LEDGF/p75-dependent integrase strand transfer – biochemical, TR-FRET, high throughput, primary screen | HIV-1 integrase (with human LEDGF/p75) | TR-FRET IN-LEDGF/p75 DNA integration, Eu/Cy5 | inhibition, % at 3.7 µM | hit rate 0.64% among 370,000;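 active = inhibition above the screen-wide mean plus 3 SD, cut at about 13% in these data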;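 also: signal is the Cy5 over europium emission ratio at 671 and 618 nm; 0% = plate median of compound wells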
HTRA1 inhibitor = HTRA1 serine protease inhibitors, primary screen, biochemical, fluorescence polarization, HTS; AID 504803, 2011; hit rate 0.5% among 340,000; recombinant HTRA1, FP-rhodamine activity-based probe; Q92743; inhibition, % at 5.96 µM; in the data active = inhibition above about 36%;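 also: 0% = enzyme with DMSO and 100% = wells lacking enzyme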
Tn7 DDE FP = inhibitors of Tn7 peptide binding to fibrin DD(E), primary screen, biochemical, fluorescence polarization, human fibrin, Tn7 probe. Fibrinogen beta chain (Homo sapiens), P02675. FP displacement of FITC-Tn7 peptide from fibrin DD(E); 0% = median of compound wells per plate. inhibition, % at 8.3 µM. hit rate 0.13% among 370,000. AID 720508, 2013;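 active = inhibition above the mean of compounds falling within the control limits plus 3 SD of them, cut at about 14% in these data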;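 also: 0% = plate median of compound wells and 100% = 10 µM Aha-Tn7 peptide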
Target sequence (P02675 whole entry, looked up): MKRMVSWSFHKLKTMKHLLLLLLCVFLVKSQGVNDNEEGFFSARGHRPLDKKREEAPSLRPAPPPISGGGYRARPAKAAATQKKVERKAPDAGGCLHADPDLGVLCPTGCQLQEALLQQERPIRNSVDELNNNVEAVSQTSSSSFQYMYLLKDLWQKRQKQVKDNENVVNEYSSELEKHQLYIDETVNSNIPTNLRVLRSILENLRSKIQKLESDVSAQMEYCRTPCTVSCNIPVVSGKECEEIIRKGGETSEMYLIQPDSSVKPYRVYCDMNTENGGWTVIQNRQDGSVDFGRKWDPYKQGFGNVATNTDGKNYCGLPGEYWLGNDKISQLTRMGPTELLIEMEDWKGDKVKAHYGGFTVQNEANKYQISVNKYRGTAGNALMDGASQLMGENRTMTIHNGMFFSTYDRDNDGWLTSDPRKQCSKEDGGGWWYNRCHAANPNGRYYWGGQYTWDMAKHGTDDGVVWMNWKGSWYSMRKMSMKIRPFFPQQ
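Assay system: Human fibrin DD(E) protein | Medium: Tris buffer with calcium and detergent, pH 7.8 | Reagent: 0.1 µM fluorescent Tn7 | Compound dosing: Single point at 8.3 µM | Times: 10 min preincubation, 3 h with tracer, room temperature | Detection: Fluorescence polarization of the labelled Tn7 tracer | Controls: Aha-Tn7 high control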
TDP2 absorb = human TDP2 enzyme inhibitors, primary screen, biochemical, epi absorbance, recombinant enzyme; T5PNP hydrolysis, p-nitrophenol absorbance 415 nm; Tyrosyl-DNA phosphodiesterase 2 (Homo sapiens), O95551; hit rate 0.34% among 370,000; inhibition, % at 12.8 µM;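 active = inhibition above the mean of all tested compounds plus 3 SD, set per campaign, cut at about 25% in these data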;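 also: 0% = DMSO with enzyme and 100% = buffer with substrate but no TDP2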
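System: recombinant human TDP2 / Amount: 120 nM TDP2 per well / Also added: 5 mM T5PNP chromogenic substrate / Doses: 12.8 µM single point, 1% DMSO / Incubation: 2 h at 37 °C / Detection: p-Nitrophenol epi absorbance / Evaluation: % inhibition relative to enzyme-containing and enzyme-free wells / Repeats: singlicate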
TCR-CD3 inh = inhibitors of human TCR-CD3 interaction, primary screen, biochemical, fluorescence, TAMRA-labeled TCR probe | T-cell receptor (TCR) | inhibition, % at 9.4 µM | hit rate 0.37% among 360,000; in the data active = inhibition above about 19%;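 also: recombinant mutant TCR 2C K166C tagged with TAMRA read by polarization; 0% = receptor in buffer alone and 100% = receptor with positive control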
SIAE primary = human SIAE inhibitors, primary screen, biochemical, fluorescence polarization, FP-Rh probe, 1536-well HTS; hit rate 0.69% among 370,000; SIAE FP-Rh probe binding; AID 1053197, 2014; Sialate O-acetylesterase (Homo sapiens), Q9HAT2; inhibition, % at 9.66 µM;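 active = inhibition above a cutoff: mean of compounds within the control limits plus 3 SD of those, cut at about 17% in these data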;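 also: 0% = plate median of compound wells and 100% = probe without SIAE protein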
* hit, by the source's call; . = not tested or not shown. Rows are unselected. Share with any hit: about 4.2%.

SMILES	ABHD4 inh	UHRF1 binding	PRMT1 FP inh	PG9 binder	LEDGF integ inh	HTRA1 inhibitor	Tn7 DDE FP	TDP2 absorb	TCR-CD3 inh	SIAE primary
O=C(COc1ccc([N+](=O)[O-])cc1)Nn1cnnc1	2	-1	-2	-0.9	1	.	3	-5	2	-2
CCC(C)(C)c1ccc(OCCCC[n+]2cccc(C)c2C)c(C(C)(C)CC)c1	25	-1	-1	-1.1	4	30	1	-8	-5	0
Cc1ccccc1CNC(=O)c1ccc(Cl)c([N+](=O)[O-])c1	2	3	0	-0.2	-1	-7	1	-3	-2	-3
Cc1cc(O)c(C(C)C)cc1NC(=O)c1cccc(Cl)c1	-9	0	-3	-0.1	-2	-17	5	5	10	3
Cc1ccccc1OCC(=O)Nc1cnn(CCCC(=O)O)c1	3	3	3	1.5	-5	5	-1	1	-6	-2
CC(=O)c1ccccc1NC(=O)CN1C(=O)CS/C1=C\c1nc(-c2ccc(C)cc2)cs1	5	0	-1	-1.3	6	15	4	-6	1	-2
C=C1SC(=Nc2c(C)cccc2Cl)N(C(=O)c2sc3ccccc3c2Cl)C12CCCCC2	-1	-2	5	6.0	0	-6	4	4	-1	-2
C/C(=N\NC(=O)c1ccccc1C)c1ccc(N2CCOCC2)cc1	-6	2	-1	-0.7	3	-3	-2	-6	-1	2
O=C(O)/C=C\c1cc2c(cc1[N+](=O)[O-])OCO2	11	-2	0	-0.2	1	12	-7	8	1	4
Cc1ccccc1-c1nnc(Cc2ccccc2)o1	-11	-3	3	-1.2	-7	1	3	-1	-1	-6
Cc1cc(NS(=O)(=O)c2ccccc2)no1	-7	2	3	2.4	-4	7	-5	0	-6	-3
CN(C)c1ccc(-n2cccc2/C=C/[N+](=O)[O-])cc1	8	6	3	-0.2	-6	3	0	-7	-5	7
CCOc1cc(C(=O)NCCc2ccc(S(N)(=O)=O)cc2)cc(OCC)c1OCC	4	-1	-4	-0.6	1	-4	0	-14	7	-6
COc1cccc(N2C(=O)C(O)=C(C(C)=O)C2c2ccc(OC)c(OC)c2)c1 (stereo not given)	0	3	-1	-1.7	1	2	-4	-16	-7	8
CCCC[C@H]1C2CC(OC(=O)Nc3ccccc3Cl)C(C2)[C@H]2CCCCN21 (stereo not given in full)	2	4	4	.	-2	.	3	0	.	2
CCOC(=O)c1ccc(NC(=S)NCCc2ccc(F)cc2)cc1	-32	-2	3	-0.8	0	.	-7	-5	4	2
Cc1ccc(C)c(S(=O)(=O)N2CCN(C(=O)Cc3c(F)cccc3Cl)CC2)c1	1	-2	3	0.5	2	1	-3	2	1	-2
CCSC1=C(C#N)C(c2ccc(C)o2)CC(=O)N1 (stereo not given)	-6	0	-4	-3.8	0	1	2	-9	6	-1
Cc1csc(NC(=O)c2ccc(=O)[nH]c2)n1	1	-2	-2	-2.1	3	0	0	1	-1	2
COc1ccc2c(c1)OC[C@H]1[C@H]2N2C(=O)CN(CC3CCCO3)C(=O)[C@@]2(C)[C@H]1c1ccccc1 (stereo not given in full)	5	1	1	-1.7	1	-1	-5	-3	3	-3
Cc1c(N/C=C/C(=O)C(F)(F)F)c(=O)n(-c2ccccc2)n1C	4	-4	1	-0.7	5	-1	-4	2	7	2
CCOc1ccc2oc(C(=O)OCC(=O)N3CC(C)OC(C)C3)c(C)c2c1 (stereo not given)	-6	3	6	1.7	-9	-3	-4	-9	-1	6
COCCN(CC(=O)NCc1ccc(F)cc1)C(=O)CCC(=O)Nc1nccs1	-3	2	1	1.5	5	-4	-1	5	0	3
CN(C(=O)CNC(=O)c1ccccc1OCC(=O)Nc1ccc(Br)cc1)c1ccccc1	-11	1	1	.	4	.	-3	-4	.	-6
Cc1cnc(=O)[nH]c1SCC(=O)Nc1nccs1	-2	1	-2	0.0	-1	-3	2	2	1	-6

Five records drawn at random from the list so far, as already listed:
SMILES	ABHD4 inh	UHRF1 binding	PRMT1 FP inh	PG9 binder	LEDGF integ inh	HTRA1 inhibitor	Tn7 DDE FP	TDP2 absorb	TCR-CD3 inh	SIAE primary
CCC(C)(C)c1ccc(OCCCC[n+]2cccc(C)c2C)c(C(C)(C)CC)c1	25	-1	-1	-1.1	4	30	1	-8	-5	0
COc1cccc(N2C(=O)C(O)=C(C(C)=O)C2c2ccc(OC)c(OC)c2)c1 (stereo not given)	0	3	-1	-1.7	1	2	-4	-16	-7	8
Cc1ccc(C)c(S(=O)(=O)N2CCN(C(=O)Cc3c(F)cccc3Cl)CC2)c1	1	-2	3	0.5	2	1	-3	2	1	-2
O=C(COc1ccc([N+](=O)[O-])cc1)Nn1cnnc1	2	-1	-2	-0.9	1	.	3	-5	2	-2
COc1ccc2c(c1)OC[C@H]1[C@H]2N2C(=O)CN(CC3CCCO3)C(=O)[C@@]2(C)[C@H]1c1ccccc1 (stereo not given in full)	5	1	1	-1.7	1	-1	-5	-3	3	-3

Later entries:
SMILES	ABHD4 inh	UHRF1 binding	PRMT1 FP inh	PG9 binder	LEDGF integ inh	HTRA1 inhibitor	Tn7 DDE FP	TDP2 absorb	TCR-CD3 inh	SIAE primary
CCC(=O)Nc1ccc(NC(=O)CSc2nnnn2-c2ccc(OC)cc2)cc1	8	4	-1	0.0	-2	4	-2	5	4	0
OCC(O)/C=N/Nc1nc(Nc2ccccc2)nc(Nc2ccccc2)n1 (stereo not given)	-1	-4	5	0.5	1	-6	-11	-8	-8	-2
O=[N+]([O-])c1nn(-c2ccc3c(c2)OCCO3)n(O)c1=NC1CCCCCC1	1	-4	2	-2.2	5	4	-2	-14	-1	7
CC/C(O)=C1\C(=O)CC(c2ccccc2)CC1=NCCC(=O)O (stereo not given)	0	0	-2	0.1	2	1	11	6	-5	0
Cc1cc(C)n(C2CCCCC2OC(=O)c2ccccc2F)n1 (stereo not given)	3	15	-3	0.7	1	-6	-7	-1	1	2
O=C(CSc1nc2c(oc3ccccc32)c(=O)n1CC1CCCO1)NCc1ccccc1 (stereo not given)	2	1	5	-1.9	-7	-3	-1	-5	-4	2
Cn1c(=O)c2[nH]c(CCCc3ccc([N+](=O)[O-])cc3)nc2n(C)c1=O	-1	-1	9	0.6	0	1	4	-2	-2	-4
CCOc1ccc(NS(=O)(=O)c2cc(C(=O)NCC3CCCO3)ccc2Cl)cc1 (stereo not given)	6	2	1	1.1	-4	3	8	-3	-4	3
Cc1ccc(-c2nc(CS(=O)CC(=O)NCc3ccc(Cl)cc3)c(C)o2)cc1 (stereo not given)	-3	-1	4	-1.5	0	-7	4	-7	-1	-3
O=C(Cn1cc([N+](=O)[O-])cn1)Nc1nc2ccccc2s1	-8	-1	2	-0.7	-3	-5	9	1	2	-2
CN(c1ccccc1)c1nc(N)c([N+](=O)[O-])c(N2CCOCC2)n1	-2	6	-5	-0.9	1	-1	-9	-19	-9	3
CCOc1cc(/C=C(/NC(C)=O)C(=O)O)cc(Cl)c1OCc1cccc(Br)c1	-7	6	3	1.0	0	-16	7	5	2	-5
O=Nc1c(O)n(Cc2cccc(Cl)c2)c2ccccc12	-57	3	3	2.3	3	-88	0	-3	-7	-75
CCCn1ccnc1SC(C)C(=O)Nc1c(C)n(C)n(-c2ccccc2)c1=O (stereo not given)	-2	3	-7	-1.9	1	4	-4	-11	1	1
O=C(O)C1C2C=CC(C2)C1C(=O)NCc1cccc(Cl)c1 (stereo not given)	-1	8	1	-1.7	-1	1	1	1	-4	-3
CN(C)c1cc(-c2ccc(Cl)cc2Cl)oc(=O)c1Cl	-1	-1	1	-0.6	-1	-9	-1	-6	0	-5
CCOC(=O)[C@@H]1[C@H]2COc3ccc(Br)cc3[C@@H]2N2C(=O)N(c3ccc(C)cc3)C(=O)[C@@]12C	-6	0	0	0.2	-2	-33	5	4	-1	2
CCCNC(=O)C1(C)CCCN(Cc2ccc(C)cc2)C1 (stereo not given)	-2	4	1	-0.6	-3	.	1	7	-2	9
O=C(Nc1ccnn1C1CCN(C2CCC2)CC1)c1ccccc1	6	0	-2	-2.5	0	5	7	15	1	-4
Cc1ccc(CN2CCNC(=O)C2CC(=O)O)cc1 (stereo not given)	-4	-1	-2	-0.4	3	2	-1	-5	1	-4
O=C(COC(=O)C1CSC2(c3ccc(F)cc3)CCC(=O)N12)NC(=O)NC1CCCC1 (stereo not given)	-2	0	0	0.2	1	-4	3	-7	4	3
Cc1ccc(NC(=O)c2ccoc2C)cc1C	-10	9	4	-0.8	-1	0	1	0	0	-10
Cc1[nH]nc2c(=S)[nH]c(=O)[nH]c12	-6	-4	2	-0.8	-1	-3	-1	5	5	1
CCc1ccc(-c2ccc(C(=O)O)c(C)n2)cc1	-3	-1	1	-2.6	-2	3	6	6	-1	1
Cc1ccc(C(N)=S)c(C)c1	-2	0	3	-2.5	0	4	-3	-10	-8	7
(listing goes on)
SMILES	ABHD4 inh	UHRF1 binding	PRMT1 FP inh	PG9 binder	LEDGF integ inh	HTRA1 inhibitor	Tn7 DDE FP	TDP2 absorb	TCR-CD3 inh	SIAE primary
CCc1nc2c(OCc3ccc(C(F)(F)F)cc3)cccn2c1N(C)C(=O)c1ccc(C)cc1	7	2	-4	-0.1	6	.	5	-8	-3	-4
CC1(C(=O)NC2CCCCCC2)CCN1C(=O)C1(c2ccccc2)CC1 (stereo not given)	4	-4	-1	0.6	1	.	-2	-4	0	6
COc1ccc(NS(=O)(=O)c2cccc(NC(=O)c3ccccn3)c2)cc1	-1	-2	2	0.1	-6	-9	-3	7	-1	-13
Cc1cc(C)c(-c2c(O)c3ccccc3n(C)c2=O)c(C)c1	-10	9	5	4.1	-4	.	-1	-3	-2	-6
Cc1sc2ncnc(SCC(=O)NC(=O)c3cccn3C)c2c1C	-1	-2	-2	53*	0	0	-3	-6	8	-75
Cc1cc(C)nc(SCc2ccc(C(=O)N/N=C/c3ccc(C(=O)O)cc3)cc2)n1	-31	0	-5	-0.7	-3	-18	-2	2	8	-11
CC(=O)NC1(C(F)(F)F)NC(=O)N(C2CCCCC2)C1=O (stereo not given)	-1	1	0	-0.7	1	3	-1	2	7	7
CCOC(=O)C1CCN(c2cc3c(cc2NC(=O)c2ccccc2F)n(C)c(=O)n3C)CC1	12	5	4	-0.2	-8	1	-6	-2	-5	5
C/C(=N\NC(=O)CN1CCN(Cc2ccccc2)CC1)c1cccs1	-2	4	5	0.8	-4	-2	1	-20	-1	-4
